Screens: PubChem BioAssay, National Center for Advancing Translational Sciences (NCATS)
Vif-APOBEC3G blk: inhibitors of Vif-APOBEC3G interaction. 410,000 tested, 0.076% active. HeLa A3G-eYFP + Vif (tagged APOBEC3G with the HIV-1 protein that degrades it), YFP fluorescence, overnight. Potency, µM (top dose mostly 46.1 µM), without a hit: at the highest dose activity, negative = active, usual class: inhibitors;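 note: potency is the fitted concentration of half-maximal effect; % is set by controls: 0 for no effect and ±100 for the full control effect; nearly all actives have a fitted effect of over 60% in size; hits raise eYFP signal because A3G escapes Vif-driven loss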
Target sequence (Q9HC16 whole entry, looked up): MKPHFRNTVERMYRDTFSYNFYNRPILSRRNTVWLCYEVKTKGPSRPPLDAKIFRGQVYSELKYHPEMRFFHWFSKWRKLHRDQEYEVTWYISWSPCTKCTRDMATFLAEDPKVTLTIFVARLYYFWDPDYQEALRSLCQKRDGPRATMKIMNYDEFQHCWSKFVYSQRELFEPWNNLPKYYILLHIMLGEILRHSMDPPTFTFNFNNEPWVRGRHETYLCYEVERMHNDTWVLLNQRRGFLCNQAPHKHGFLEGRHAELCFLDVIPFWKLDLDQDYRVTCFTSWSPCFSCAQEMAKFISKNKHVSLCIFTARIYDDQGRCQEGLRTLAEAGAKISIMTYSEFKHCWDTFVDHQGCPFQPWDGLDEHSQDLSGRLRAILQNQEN
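Read-out is eYFP fluorescence (Ex 488/Em 500-530) from Vif-expressing HeLa A3G-eYFP cells; more signal means A3G escaped Vif-mediated degradation. Cells plated overnight, compound pinned in, incubated overnight at 37 deg C.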
Glioma ERSR ind: induces the endoplasmic reticulum stress response in human glioma cells; U87-MG GRP78 promoter luciferase reporter, 16 h; Potency, µM, without a hit: at the top dose activation, usual class: activators; 420,000 tested, 0.02% active; AID 602332; note: potency is the fitted concentration of half-maximal effect; series mostly up to about 76 µM; % of control where 0% means no effect; nearly all actives have a fitted effect of over 35% in size
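Stably transfected U87-MG human glioma cells carrying a GRP78-based luminescent sensor were seeded at 1000 cells/well, pin-dosed with compounds and incubated 16 h. Luciferase reagent was then added, and end-point luminescence was read after 10 min at room temperature.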
LDHA block: blocks human lactate dehydrogenase A; P00338; purified LDHA, NADH/diaphorase-resazurin fluorescence; hits give low values; activity change, % (values are at about 110 or 230 µM); 480,000 tested, 0.15% active; in the data active = activity change below about -30%; inconclusive = mostly about -25% to -30%;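 note: plate controls were DMSO wells for no effect and wells without enzyme for full effect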
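Resorufin fluorescence (ex540/em590), read at 0 and 20 min after diaphorase/resazurin addition, reports the NADH left after a 5 min room-temperature reaction of 2 nM human LDH5 with 0.06 mM NADH and 0.2 mM pyruvate.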
12-LOX inh: blocks human arachidonate 12S-lipoxygenase; purified 12hLO, xylenol orange hydroperoxide absorbance; Potency, µM (top dose mostly 108 µM), for the others: top-dose activity change, negative = inhibition, usual class: inhibitors; 580,000 tested, 1.1% active; AID 1671190; note: potency is the fitted concentration of half-maximal effect; % is set by controls: 0 for no effect and ±100 for the full control effect
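Hydroperoxide product was detected by ferrous iron/xylenol orange as the 573 to 405 nm absorbance ratio. Arachidonic acid at 40 uM (final) was turned over for 30 min at room temperature by 150 nM human 12hLO, pH 7.0 Hepes buffer, after 15 min compound preincubation.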
D2 antagonist: D2 dopamine receptor (human) antagonism. 340,000 tested, 2% active. inhibition, % at 10 µM. P14416. HEK293 TREx D2 cells, calcium flux, dopamine EC80; in the data active = inhibition above about 30%; note: 0% is about no effect
Target sequence (P14416 whole entry, looked up): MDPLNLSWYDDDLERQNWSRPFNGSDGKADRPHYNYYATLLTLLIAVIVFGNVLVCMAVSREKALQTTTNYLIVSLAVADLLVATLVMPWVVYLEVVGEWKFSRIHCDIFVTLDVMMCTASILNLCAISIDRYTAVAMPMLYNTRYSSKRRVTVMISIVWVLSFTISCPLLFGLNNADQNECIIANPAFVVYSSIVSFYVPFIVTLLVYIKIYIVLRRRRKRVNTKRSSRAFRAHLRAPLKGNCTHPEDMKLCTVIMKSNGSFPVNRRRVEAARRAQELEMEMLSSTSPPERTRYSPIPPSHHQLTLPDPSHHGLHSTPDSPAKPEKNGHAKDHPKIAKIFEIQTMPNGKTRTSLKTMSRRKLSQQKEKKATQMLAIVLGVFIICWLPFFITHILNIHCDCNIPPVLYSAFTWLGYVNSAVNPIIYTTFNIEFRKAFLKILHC
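Inhibition of EC80 dopamine-driven calcium flux, recorded kinetically, defines activity here; cells are a tetracycline-induced HEK293 T-REx line expressing force-coupled D2.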
ERG-DNA inh: ERG Ets/DNA interaction inhibition; P11308; fluorescence polarization, His-ERG Ets domain / labelled DNA; Potency, µM (top dose mostly 76.9 µM), for inactives: at the top dose FP activity, negative = inhibition, actives largely listed as inhibitors; 370,000 tested, 0.028% active; AID 624246; active = well fitted inhibition curve with a large enough effect in the polarisation, with a control signal flat; inconclusive = small, poorly fitted or top-dose-only effect, or effect the other way, or a change in a side signal; inactive = no such curve, though single readings can be large or run the other way; the % refers to the polarisation;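 note: polarization taken with two DNA probes labelled with fluorescein and Texas red; potency is the fitted concentration of half-maximal effect; % of control where 0% means no effect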
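His-tagged ERG Ets domain (1 uM in the protein solution; 300mM KCl, 50mM Tris-HCl, 1mM EDTA, 1mM DTT, pH 7.5) received compound, then a probe mix of 5 nM fluorescein-DNA and 100nM Texas-615-DNA. Fluorescence polarization was read for both dyes.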
Vif-APOBEC3F blk: inhibitors of Vif-A3F interaction | HeLa A3F-eYFP + Vif (tagged APOBEC3F with the HIV-1 protein that degrades it), YFP fluorescence increase | Potency, µM (doses to about 46.1 µM), without a hit: at the highest dose activity, negative = active | 390,000 tested, 0.2% active; note: potency is the fitted concentration of half-maximal effect; % of control where 0% means no effect; nearly all actives have a fitted effect of over 65% in size
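HeLa cells stably expressing A3F-eYFP plus Vif, plated and incubated overnight at 37 deg C, then exposed to compounds overnight at 37 deg C. Blocked degradation read as raised yellow fluorescence (Ex 488/Em 500-530).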
D2 ag: D2 dopamine receptor (human) agonism | HEK293 T-REx D2 cells, calcium flux agonist mode | activation, % at 2 µM | 340,000 tested, 0.53% active | AID 485358;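 active = activation over 3 SD above normal in the single-dose calcium agonist read, cut at about 30% in these data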; note: 0% is about no effect
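Agonism scored from kinetic calcium signal (1 read/sec, 180 s) following compound pin transfer, after a 10 s baseline. Cells: HEK293 Trex line expressing inducible D2 receptor coupled to calcium, dye-loaded after overnight culture at 30 C.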
RGS4 inh: human RGS4 inhibition | Transcreener GDP fluorescence polarization, RGS4-accelerated GTP hydrolysis | P49798 | 390,000 tested, 0.039% active | AID 504845 | Potency, µM (series often up to 114 µM), for inactives: at the top dose activity change, negative = inhibition, actives largely listed as inhibitors; note: potency is the fitted concentration of half-maximal effect; % is set by controls: 0 for no effect and ±100 for the full control effect; nearly all actives have a fitted effect of over 75% in size; some results filed as inactive show a strong effect at the top dose
Target sequence (P49798 whole entry, looked up): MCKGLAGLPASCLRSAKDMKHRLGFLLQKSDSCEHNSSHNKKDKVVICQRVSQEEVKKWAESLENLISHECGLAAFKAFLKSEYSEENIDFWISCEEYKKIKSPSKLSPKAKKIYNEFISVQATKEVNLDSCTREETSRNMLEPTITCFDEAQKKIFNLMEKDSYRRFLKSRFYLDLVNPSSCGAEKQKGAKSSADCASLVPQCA
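MLSMR compounds (23 nl, pin-transferred) preincubated 10 min at room temperature with a 500nM (2x) first reagent, then RGS4 at 900nM (2x) plus Transcreener GDP mix added; fluorescence polarization (620/688 nm) read before and after 90 min at 30 °C.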
The depositor's hits bear a star; ? = inconclusive; · = not tested or not shown; & = joins results of further samples; [ ] = remark or other dose. Unless noted, calls come from the whole dose curve; as a rule, active = well fitted curve in the direction sought with a large enough effect; inconclusive = small, poorly fitted or top-dose-only effect, or another doubt; inactive = no such curve, though single readings can be large; an effect the other way counts as inactive or inconclusive.

Codes – A = Vif-APOBEC3G blk; B = Glioma ERSR ind; C = LDHA block; D = 12-LOX inh; E = D2 antagonist; F = ERG-DNA inh; G = Vif-APOBEC3F blk; H = D2 ag; I = RGS4 inh
> O=S(=O)(c1ccc(F)cc1)N1CCN(c2ncnc3c2cnn3-c2ccccc2)CC1
  A: 2.1%; B: -1.9%; C: -7.6; D: 4.9%; E: -2.3; F: 0.4%; G: 7.1%; H: 0.5; I: 9.6%

> COc1cc(C2c3sc(=O)[nH]c3SC3C(=O)N(c4ccc(Br)cc4)C(=O)C32)ccc1O (stereo not given)
  A: -1.9%; B: -4.0%; C: 0.7; D: 39.8µM*; E: -12.6; F: 11.4%; G: 2.5%; H: -0.6; I: -22.7%

> CCOc1ccc(NC(=O)CCc2c(C)nn(-c3ccc(N4CCCC4)nn3)c2C)cc1
  A: -0.7%; B: -2.6%; C: -4.4; D: -1.4%; E: ·; F: -0.1%; G: -2.6%; H: 1.0; I: -2.5%

> Cc1ccc(Nc2c(F)c(F)c(F)c(F)c2C(=O)O)c(C)c1
  A: 4.6%; B: -1.1%; C: -3.6; D: ?; E: 3.1; F: -1.3%; G: 1.9%; H: 0.2; I: 23.6%

> Cc1ccc(CS(=O)(=O)CCC(=O)NCc2ccc3c(c2)OCO3)cc1
  A: -1.0%; B: -2.8%; C: -4.6; D: 4.7%; E: 7.0; F: -8.8%; G: -6.7%; H: 1.2; I: -13.4%

> COc1ccc(C)cc1N(C(=O)c1snc(C(N)=O)c1N)C(C(=O)NC1CCCCC1)c1ccc(C)o1 (stereo not given)
  A: 6.1%; B: -3.8%; C: -2.1; D: -22.4%; E: 2.0; F: -2.8%; G: 2.0%; H: -1.3; I: -25.4%

> NC(=O)NC(CC(=O)NCCCc1ccccc1)c1ccccc1Cl (stereo not given)
  A: 0.3%; B: -2.6%; C: -0.1; D: 2.7%; E: 5.5; F: -5.3%; G: -12.0%; H: -1.6; I: -0.8%

> O=C(OCCN1CCN(C2=NS(=O)(=O)c3ccccc32)CC1)c1cccc(Br)c1
  A: -4.7%; B: -4.9%; C: -8.4; D: -0.6%; E: 9.0; F: 9.9%; G: -5.2%; H: -0.4; I: -32.1%

> O=C(CSc1nnc(-c2ccccc2)o1)c1nnc(-c2ccccc2)o1
  A: -0.3%; B: -2.5%; C: 1.1; D: 13.0%; E: ·; F: -1.3%; G: 7.9%; H: ·; I: ?

> Cc1ccc(S(=O)(=O)NCCC(=O)NCc2ccc3c(c2)OCO3)cc1C
  A: 1.8%; B: 0.7%; C: -1.1; D: 0.0%; E: -19.5; F: -4.7%; G: 5.2%; H: 0.2; I: -13.8%

Continued:
Codes – A = Vif-APOBEC3G blk; B = Glioma ERSR ind; C = LDHA block; D = 12-LOX inh; E = D2 antagonist; F = ERG-DNA inh; G = Vif-APOBEC3F blk; H = D2 ag; I = RGS4 inh
> C[C@H]1CN([C@@H](C)CO)C(=O)CCCn2nncc2CO[C@@H]1CN(C)S(=O)(=O)c1cccc(F)c1
  A: -1.7%; B: -4.9%; C: -8.1; D: 0.0%; E: ·; F: ·; G: 0.0%; H: ·; I: ·

> Cc1cc(C)cc(N2CCCn3c2nc2c3c(=O)n(CCN3CCOCC3)c(=O)n2C)c1
  A: -0.5%; B: 4.1%; C: -1.3; D: 106.4%[activator]; E: 1.6; F: -15.1%; G: 0.3%; H: -1.5; I: -12.6%

> O=C(Nc1cccc(C(=O)O)c1)/C(=C/c1cccc([N+](=O)[O-])c1)NC(=O)c1cccc(Br)c1
  A: -2.1%; B: 4.1%; C: -6.2; D: 435.5%[activator]; E: ·; F: 8.5%; G: -2.8%; H: ·; I: 17.1%

> O=C(c1c(F)cccc1F)N1CCN(S(=O)(=O)c2ccc3c(c2)OCCO3)CC1
  A: 3.9%; B: -3.0%; C: -1.1&-11.2; D: -11.9%; E: 8.8; F: ·; G: -2.1%; H: -0.8; I: 2.7%

> Cc1ccc2[nH]c3c(c2c1)CN(C(=O)CN1CC(C)OC(C)C1)CC3 (stereo not given)
  A: ?; B: -4.7%; C: 18.6; D: -6.2%; E: 5.1; F: 2.5%; G: -16.4%; H: 1.7; I: -16.8%[11.4 µM]

> CCc1nc2c(OCC(=O)c3ccc(F)cc3)cccn2c1N(C)C(=O)C(C)C
  A: -7.5%; B: 0.2%; C: -0.5; D: 1.4%; E: ·; F: ·; G: ·; H: ·; I: ·

> Cc1nc(NC(=O)COC(=O)CCc2nc3ccccc3s2)c(Cl)cc1Cl
  A: 1.7%; B: 0.8%; C: -6.7; D: 0.2%; E: -5.7; F: -13.1%; G: -2.0%; H: -1.1; I: 18.9%

> Nc1nc(CN2CCC(Cc3ccccc3)CC2)nc(Nc2ccccc2)n1
  A: -0.5%; B: -9.2%; C: -0.6; D: ?; E: -21.8; F: -3.6%; G: 0.0%; H: 0.5; I: -4.2%

> CC(=O)c1ccc(NC(=O)CSc2nc(N)c3cc4c(nc3n2)CCCC4)cc1
  A: -10.2%; B: 1.9%; C: -8.9; D: 0.5%; E: 6.1; F: -1.1%; G: 0.4%; H: -0.1; I: -10.1%

> CCN(CC)c1ccc(NC(=O)c2cnn(-c3ccccc3)c2-n2cccc2)c(C)c1
  A: 3.1%; B: -5.5%; C: 6.3; D: -25.5%; E: ·; F: 7.0%; G: 0.0%; H: ·; I: -18.0%

Copied from the entries so far, eight compounds:
Codes – A = Vif-APOBEC3G blk; B = Glioma ERSR ind; C = LDHA block; D = 12-LOX inh; E = D2 antagonist; F = ERG-DNA inh; G = Vif-APOBEC3F blk; H = D2 ag; I = RGS4 inh
> O=C(Nc1cccc(C(=O)O)c1)/C(=C/c1cccc([N+](=O)[O-])c1)NC(=O)c1cccc(Br)c1
  A: -2.1%; B: 4.1%; C: -6.2; D: 435.5%[activator]; E: ·; F: 8.5%; G: -2.8%; H: ·; I: 17.1%

> O=C(c1c(F)cccc1F)N1CCN(S(=O)(=O)c2ccc3c(c2)OCCO3)CC1
  A: 3.9%; B: -3.0%; C: -1.1&-11.2; D: -11.9%; E: 8.8; F: ·; G: -2.1%; H: -0.8; I: 2.7%

> Cc1ccc2[nH]c3c(c2c1)CN(C(=O)CN1CC(C)OC(C)C1)CC3 (stereo not given)
  A: ?; B: -4.7%; C: 18.6; D: -6.2%; E: 5.1; F: 2.5%; G: -16.4%; H: 1.7; I: -16.8%[11.4 µM]

> CCc1nc2c(OCC(=O)c3ccc(F)cc3)cccn2c1N(C)C(=O)C(C)C
  A: -7.5%; B: 0.2%; C: -0.5; D: 1.4%; E: ·; F: ·; G: ·; H: ·; I: ·

> Cc1nc(NC(=O)COC(=O)CCc2nc3ccccc3s2)c(Cl)cc1Cl
  A: 1.7%; B: 0.8%; C: -6.7; D: 0.2%; E: -5.7; F: -13.1%; G: -2.0%; H: -1.1; I: 18.9%

> Nc1nc(CN2CCC(Cc3ccccc3)CC2)nc(Nc2ccccc2)n1
  A: -0.5%; B: -9.2%; C: -0.6; D: ?; E: -21.8; F: -3.6%; G: 0.0%; H: 0.5; I: -4.2%

> CC(=O)c1ccc(NC(=O)CSc2nc(N)c3cc4c(nc3n2)CCCC4)cc1
  A: -10.2%; B: 1.9%; C: -8.9; D: 0.5%; E: 6.1; F: -1.1%; G: 0.4%; H: -0.1; I: -10.1%

> CCN(CC)c1ccc(NC(=O)c2cnn(-c3ccccc3)c2-n2cccc2)c(C)c1
  A: 3.1%; B: -5.5%; C: 6.3; D: -25.5%; E: ·; F: 7.0%; G: 0.0%; H: ·; I: -18.0%

(more compounds)
Codes – A = Vif-APOBEC3G blk; B = Glioma ERSR ind; C = LDHA block; D = 12-LOX inh; E = D2 antagonist; F = ERG-DNA inh; G = Vif-APOBEC3F blk; H = D2 ag; I = RGS4 inh
> CCC1C(=O)NCCN1C(=O)CCc1nnc(CCc2ccc(OC)cc2)o1 (stereo not given)
  A: 1.9%; B: -4.2%; C: -5.7; D: 10.8%; E: ·; F: -9.6%; G: -12.4%; H: ·; I: -1.4%

> C#CCNC(=O)C(C)c1ncc(C(F)(F)F)cc1Cl (stereo not given)
  A: 0.5%; B: -2.2%; C: -4.4; D: -13.9%; E: 8.8; F: 6.0%; G: 2.3%; H: -0.7; I: ?

> CC(NC(=O)Nc1cccc(Cl)c1)C(c1cccs1)N1CCCC1 (stereo not given)
  A: -5.2%; B: -1.9%; C: 0.1; D: -11.8%; E: -25.5; F: -2.3%; G: -12.3%; H: -0.7; I: -5.4%

> CC(c1ccccc1)n1c(N2CCNCC2)nc2c1c(=O)[nH]c(=O)n2C (stereo not given)
  A: -9.3%; B: -0.4%; C: -1.8; D: 0.0%; E: -5.7; F: -9.5%; G: 1.0%; H: 0.5; I: 5.4%

> CCOC(=O)Cn1nc(C)c2c1CCCC2=O
  A: 0.8%; B: -2.8%; C: -1.6; D: -3.1%; E: 9.3; F: -1.6%; G: -5.6%; H: 0.4; I: -14.6%

> Cc1cccc2sc(NC(=O)CCNC(=O)c3ccco3)nc12
  A: -3.1%; B: 1.0%; C: -6.0; D: -3.2%; E: -3.7; F: 13.7%; G: -3.6%; H: 0.4; I: -2.7%

> Cc1ccc(NC(=S)Nc2cc(C)on2)cc1
  A: -8.9%; B: 1.6%; C: -0.1; D: 153.6%[activator]; E: -12.5; F: 1.0%; G: 3.8%; H: -1.2; I: -0.2%

A portion of the library; count on the stated rates, not on these rows.
